Source: PubChem BioAssay (National Center for Advancing Translational Sciences (NCATS))
GLP-1R inv ag: GLP-1 receptor (human) inverse agonism; P43220; HEK293 GLP-1R CRE-luciferase, luminescence, 24 h; GLP-1R form is constitutively active; Potency, µM (series often up to 38.3 µM), without a hit: at the top dose activity change, negative = inhibition, usual class: inhibitors; 410,000 compounds, 1.6% hits; AID 624417; note: potency is the fitted concentration of half-maximal effect; % is set by controls: 0 for no effect and ±100 for the full control effect; nearly all actives have a fitted effect of over 55% in size
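Inverse agonists were sought by their lowering of basal cAMP reporter luciferase output in HEK293 cells stably carrying constitutively active human GLP-1R, after 24 h compound treatment.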
IL2 activator: activates IL-2 in a cell-based reporter assay; IL-2 activation reporter assay, cell-based qHTS; stimulated with anti-CD3/CD4/CD28 beads; in transgenic mouse T cells; activation, % (series mostly up to about 46 µM); 360,000 compounds, 0.065% hits; AID 652025; in the data active = activation above about 50%; inconclusive = mostly about 30% to 49%; note: 0% is about no effect
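Using fluorescent plate cytometry, EGFP and DsRed are detected in transgenic mouse T cells stimulated 18 h at 37 degrees C with antibody-coated beads after 60 min compound pretreatment.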
GLP1R ag: GLP-1 receptor (human) agonism. P43220. Potency, µM (titrated, usually from 45.6 µM), inactives show top-dose activation, most hits filed as activators. HEK293 GLP-1R CRE-luciferase, luminescence, 4-6 h; cells express a hypersensitive GLP-1R form. 380,000 compounds, 0.007% hits. AID 624172; note: potency is the fitted concentration of half-maximal effect; % of control where 0% means no effect
PLK1 PBD block: inhibitors of human PLK1 polo-box domain binding; P53350; Plk1 PBD binding of FITC phosphopeptide, fluorescence polarization; Potency, µM, for the others: max response, negative = inhibition, actives largely listed as inhibitors; 360,000 compounds, 2.8% hits; AID 720504; note: potency is the fitted concentration of half-maximal effect; series mostly up to about 57 µM; % is set by controls: 0 for no effect and ±100 for the full control effect; nearly all actives have a fitted effect of over 65% in size
GLP1R cytotox: cytotoxicity counter-screen for GLP-1 receptor inverse agonists | AID 624418 | HEK293 cAMP-luciferase reporter cells, luminescence, 24 h | 410,000 compounds, 0.13% hits | Potency, µM (highest dose often 38.3 µM), for the others: top-dose activity change, negative = inhibition, hits mostly inhibitors;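 note: loss of luciferase light is scored as toxicity; potency is the fitted concentration of half-maximal effect; % is set by controls: 0 for no effect and ±100 for the full control effect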
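Luminescence readout: signal drop marks cytotoxicity. Plated cells grew 12 h at 37 °C, 5% CO2, received 23 nL compound for 24 h, then got luciferase reagent, read after 12 min at RT.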
DRD3 agonist: activates the human D3 dopamine receptor | D3R DiscoveRx beta-arrestin cells, luminescence, 90 min | 410,000 compounds, 0.58% hits | P35462 | max activation, %; in the data active = max activation above about 30%; note: 0% is about no effect; mostly tested at two doses, the higher about 12 µM
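Cells at 1500/well, incubated overnight, then treated with pinned compounds (dopamine as control) for 90 min at 37 degrees C. DiscoveRx reagent added for 30 - 60 minutes at room temperature; luminescence read.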
D3 antag: antagonists of human D3 dopamine receptor; P35462; D3R cells, DiscoveRx beta-arrestin luminescence, antagonist mode; stronger effect = lower value; max response, negative = inhibition, %; 360,000 compounds, 2.5% hits; AID 652054; in the data active = max response below about -50%; inconclusive = no clear call, values can overlap the other calls; note: % is set by controls: 0 for no effect and ±100 for the full control effect; mostly tested at two doses, the higher about 12 µM
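Cells plated overnight at 1500 cells/well, then exposed to library compounds with dopamine controls for 90 minutes at 37 degrees C. DiscoveRx reagent added for 30–60 minutes at room temperature; luminescence read, quantitative HTS format.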
PI5P4K alpha inh: blocks human PI5P4K alpha kinase activity; max response, %; 330,000 compounds, 1.2% hits; AID 652105; PI5P4Kalpha enzyme, ADP-Glo luminescence, 60 min; stronger effect = lower value; P48426; active = max response of -50% or lower; inconclusive = between -30% and -50%; inactive = -30% or higher; note: value at the top dose of about 77 µM; % is set by controls: 0 for no effect and ±100 for the full control effect
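Compounds were pin-transferred onto PI5P4Kalpha and substrate in HEPES pH 7.4 buffer with EGTA, CHAPS and 5% DMSO. ATP (5 microM final) started the reaction, which ran 60 minutes at room temperature before ADP-Glo detection.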
WRN inhibitor: WRN helicase (human) inhibition; Q14191; WRN helicase unwinding, fluorescent forked duplex, kinetic; Potency, µM (titrated, usually from 114 µM), for the others: top-dose activity change, negative = inhibition, hits mostly inhibitors; 360,000 compounds, 0.46% hits; AID 651768; note: potency is the fitted concentration of half-maximal effect; % is set by controls: 0 for no effect and ±100 for the full control effect; nearly all actives have a fitted effect of over 55% in size
Target sequence (Q14191 whole entry, looked up): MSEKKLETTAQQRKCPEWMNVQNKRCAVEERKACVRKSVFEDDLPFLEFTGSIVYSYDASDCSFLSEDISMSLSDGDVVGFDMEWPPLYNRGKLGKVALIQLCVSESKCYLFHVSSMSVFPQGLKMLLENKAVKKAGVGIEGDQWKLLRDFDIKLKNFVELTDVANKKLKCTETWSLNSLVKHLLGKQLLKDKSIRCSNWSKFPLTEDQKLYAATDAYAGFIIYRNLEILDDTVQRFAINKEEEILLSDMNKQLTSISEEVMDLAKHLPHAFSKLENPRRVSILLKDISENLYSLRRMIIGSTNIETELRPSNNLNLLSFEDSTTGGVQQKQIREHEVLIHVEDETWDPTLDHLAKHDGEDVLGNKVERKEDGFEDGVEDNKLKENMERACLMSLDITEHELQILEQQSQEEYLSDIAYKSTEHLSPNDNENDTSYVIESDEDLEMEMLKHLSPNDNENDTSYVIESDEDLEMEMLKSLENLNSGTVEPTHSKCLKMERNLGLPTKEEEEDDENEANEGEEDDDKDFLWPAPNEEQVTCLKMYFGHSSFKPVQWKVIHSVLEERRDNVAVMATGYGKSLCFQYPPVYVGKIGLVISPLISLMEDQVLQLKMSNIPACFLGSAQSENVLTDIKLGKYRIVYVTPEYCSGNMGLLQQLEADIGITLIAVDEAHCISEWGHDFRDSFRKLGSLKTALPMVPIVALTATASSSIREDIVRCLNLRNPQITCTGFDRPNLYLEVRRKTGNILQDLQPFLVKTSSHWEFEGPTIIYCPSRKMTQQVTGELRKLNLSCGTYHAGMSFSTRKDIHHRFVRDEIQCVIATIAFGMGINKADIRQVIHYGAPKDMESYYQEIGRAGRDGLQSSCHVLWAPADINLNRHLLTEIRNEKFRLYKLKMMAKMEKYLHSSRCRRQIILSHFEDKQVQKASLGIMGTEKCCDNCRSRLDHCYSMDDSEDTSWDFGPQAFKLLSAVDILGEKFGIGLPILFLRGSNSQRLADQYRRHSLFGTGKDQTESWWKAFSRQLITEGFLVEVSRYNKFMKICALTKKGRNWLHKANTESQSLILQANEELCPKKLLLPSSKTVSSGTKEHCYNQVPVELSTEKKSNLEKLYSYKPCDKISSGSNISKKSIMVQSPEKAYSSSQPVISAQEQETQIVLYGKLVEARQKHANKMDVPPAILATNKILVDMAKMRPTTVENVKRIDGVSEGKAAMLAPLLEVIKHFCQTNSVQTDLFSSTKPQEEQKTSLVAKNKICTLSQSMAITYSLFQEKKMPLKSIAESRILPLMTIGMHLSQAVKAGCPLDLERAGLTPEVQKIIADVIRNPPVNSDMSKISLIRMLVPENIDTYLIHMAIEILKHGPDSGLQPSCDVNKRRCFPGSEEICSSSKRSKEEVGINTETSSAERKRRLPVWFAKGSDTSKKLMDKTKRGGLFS
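Primary qHTS, 1536-well format. 20 nM WRN + compound, 15 min RT; start with 100 nM forked fluorophore/quencher duplex, 2 mM ATP (final); kinetic read ex 525/em 598 nm.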
The depositor's hits bear a star; u = inconclusive; x = no result given; & = joins results of further samples; [ ] = remark or other dose. Unless noted, calls come from the whole dose curve; as a rule, active = well fitted curve in the direction sought with a large enough effect; inconclusive = small, poorly fitted or top-dose-only effect, or another doubt; inactive = no such curve, though single readings can be large; an effect the other way counts as inactive or inconclusive.

SMILES	GLP-1R inv ag	IL2 activator	GLP1R ag	PLK1 PBD block	GLP1R cytotox	DRD3 agonist	D3 antag	PI5P4K alpha inh	WRN inhibitor
O=C(C1=C[C@@H](c2ccc3c(c2)OCO3)C[C@@H](OCCCCO)O1)N1CCN(Cc2ccc3c(c2)OCO3)CC1	-11%	0.0	11%	-6%	5%	-26	-17	-2	-5%
O=C(c1cccnc1)N1CCN(Cc2cccc(F)c2)CC1	3%	-4.3	-2%	-3%	13%	-2	-10	2	u
O=C(COC(=O)CC1CC2CCC1C2)Nc1c(F)cccc1F (configuration not stated)	1%	-3.3	12%	-10%	16%	-1	-15	1	3%
CCOc1cc(N2CCOCC2)c(OCC)cc1NC(=O)c1c(-c2ccccc2Cl)noc1C	u	-1.8	5%	12%	-3%	5	4	5	-10%[57.1 µM]
CCOc1cc(C)c(Cl)cc1S(=O)(=O)NC1CC(C)(C)NC(C)(C)C1	u	-0.1	-4%	-7%	-10%	6	7	-2	-12%
CCCn1nc(NS(=O)(=O)c2ccccc2)c2cc3cc(C)ccc3nc21	-10%	-3.1	-15%	-2%	-10%	-6	-26	4	9%
Cc1ccc2oc(C(=O)NCC(c3ccco3)N3CCCC3)c(C)c2c1 (configuration not stated)	u	-2.2	-3%	-24%	0%	-15	u	0	-4%
COc1cc(-c2cc(=O)c3c(O)c(OC)c(OC)cc3o2)cc(OC)c1O	-17%	-0.8	-1%	-2%	-12%	-1	4	-27	u
O=C(Nc1ccc(-n2cnnn2)cc1)C(c1ccccc1)c1ccccc1	u	-0.6	-3%	1%	-8%	-9	-5	0	-1%
Cc1cc(NC(=O)Cn2c(=O)c3c(ncn3CC(C)C)n(Cc3ccccc3)c2=O)no1	0%	6.5	12%	0%	-11%	5	16	x	-11%
Cc1csc(NC(=O)c2cc3c(s2)CCCC3)n1	u	-1.9	0%	-3%	-18%	0	0	0	-12%
Cc1ccc2[nH]c(=O)c(CNC(C)C)cc2c1	-5%	-0.1	-1%	-9%	-8%	-1	-22	-5	7%
Cn1cnnc1Sc1ccc(C(=O)OCC(=O)Nc2ccccc2)cc1[N+](=O)[O-]	8%	0.8	0%	u	5%	1	-10	-5	-9%
C[C@H](CO)N1C[C@H](C)[C@H](CN(C)C(=O)Nc2ccc(F)cc2)OCc2cnnn2CCCC1=O	8%	-0.2	-3%	-22%	2%	-7	0	1	11%
CC1(c2nnc(-c3ccc(Cl)cc3)o2)CC(c2ccncc2)=NO1 (configuration not stated)	7%	-0.1	16%	-10%	6%	11	-6	1	-7%
Cn1c(SCC(=O)N2CCN(c3ccccc3)CC2)nnc1-c1ccco1	-2%	-1.9	-3%	-6%	-8%	-2	-12	x	6%
O=C1[C@@H](Oc2ccccc2)[C@@H](c2ccccc2)N1c1cccnc1	-11%	0.5	-4%	-9%	-7%	8	14	-4	-4%
COCCNC(=O)C(c1ccc(C)cc1)N(Cc1ccccc1)C(=O)CCC(=O)Nc1ccccn1 (configuration not stated)	-1%	0.5	10%	-3%	0%	-4	-8	-8	0%
CC1CCCN(CC(=O)Nc2cc(S(=O)(=O)N3CCOCC3)ccc2N2CCCC2)C1 (configuration not stated)	2%	-0.6	10%	2%	3%	-1	-3	2	8%
CC(NC(=S)NCCc1ccccc1)C(c1cccs1)N1CCN(Cc2ccccc2)CC1 (configuration not stated)	u	0.7	1%	-4%	-26%	-13	-79*	3	-7%
CCOC(=O)c1c(/N=C/c2ccccc2O)sc2c1CCC2	33%[activator]	-1.2	11%	u	13%	8	21	-11	3%
COc1cccc(-c2cnc(C(O)c3ccc(C)cc3C)[nH]2)c1 (configuration not stated)	0%	-0.3	1%	-1%	2%	13	7	2	5%
C=CCOc1ccc(C(=O)NC2CCCCC2)cc1	-15%	-2.6	9%	-9%	-23%	-5	-29	0	9%
CCOC(=O)N1CCN(c2nc3ccccc3nc2C(C#N)S(=O)(=O)c2ccc(C)cc2)CC1 (configuration not stated)	0%	u	-3%	-28%	41%[activator]	11	31	3	-16%
CC1(C(=O)NS(=O)(=O)c2ccc(C#N)cc2)CCN1C(=O)Cc1ccccc1Cl (configuration not stated)	-26%	0.6	-4%	5%	2%	8	24	2	4%
CC(NC(=O)c1ccccc1Cl)C(=O)Nc1ccc2c(c1)OCO2 (configuration not stated)	17%	0.5	-2%	3%	0%	5	0	-30	-7%
Cc1cccc(N2C(N)=C(C#N)C(C#N)(C#N)C2c2ccccc2)c1 (configuration not stated)	u	-0.2	2%	-14%	-17%	7	24	0	-10%
CC(C)CC(NC(=O)C1CCC(=O)N1C(=O)OCc1ccccc1)C(=O)NC(Cc1ccccc1)C(N)=O (configuration not stated)	-1%	-1.8	3%	-3%	0%	1	0	-2	0%
O=C(Nc1ccc(S(=O)(=O)Nc2ccccn2)cc1)c1cccc(Cl)c1	3%	0.0	1%	-9%	-4%	5	11	-24	-10%
Cc1cccc(NC(=O)C2CCN(S(=O)(=O)c3c(C)noc3/C=C/c3ccco3)CC2)n1	u	-1.6	-3%	-7%	56%[activator]	-3	-27	-9	-8%
Cc1ccc(CNC(=S)Nc2ccc(NS(=O)(=O)c3ccc(C)cc3)cc2)cc1	10µM*	-4.9	0%	0%	u	-15	-28	1	-8%
O=C(Nc1nnc(-c2cccs2)s1)C1CC1	1%[0.307 µM]	1.0	-4%	-19%	-6%[0.307 µM]	-5	3	u	-4%
O=C(OCc1nnc(-c2ccccc2)o1)c1ccc(CO)cc1	3%	0.9	-3%	-12%	4%	-4	-51*	5	-12%
COc1ccccc1NC(=O)NC(=O)c1ccccc1	6%	-1.8	14%	-4%	-7%	-3	-27	-3	10%
CCOC(=O)c1csc(-c2snnc2C)n1	31%[activator]	0.2	12%	-5%	1%	2	1	11	4%
Cc1ccc(N(CC(=O)NN=C2CCN(C)CC2)S(=O)(=O)c2ccc(C)cc2)cc1	9%	4.0	15%	0%	-5%	3	1	3	2%

Of the compounds above, 3 have a cyano group.
SMILES	GLP-1R inv ag	IL2 activator	GLP1R ag	PLK1 PBD block	GLP1R cytotox	DRD3 agonist	D3 antag	PI5P4K alpha inh	WRN inhibitor
CCOC(=O)N1CCN(c2nc3ccccc3nc2C(C#N)S(=O)(=O)c2ccc(C)cc2)CC1 (configuration not stated)	0%	u	-3%	-28%	41%[activator]	11	31	3	-16%
CC1(C(=O)NS(=O)(=O)c2ccc(C#N)cc2)CCN1C(=O)Cc1ccccc1Cl (configuration not stated)	-26%	0.6	-4%	5%	2%	8	24	2	4%
Cc1cccc(N2C(N)=C(C#N)C(C#N)(C#N)C2c2ccccc2)c1 (configuration not stated)	u	-0.2	2%	-14%	-17%	7	24	0	-10%

Next part
SMILES	GLP-1R inv ag	IL2 activator	GLP1R ag	PLK1 PBD block	GLP1R cytotox	DRD3 agonist	D3 antag	PI5P4K alpha inh	WRN inhibitor
COCCn1c(=S)[nH]c2cc(C(=O)N3CCN(C4CCCCC4)CC3)ccc2c1=O	-5%	-0.2	-1%	-11%	-2%	-5	u	-3	2%
COC(=O)c1cc(Br)ccc1OC(=O)c1cccnc1	16%	-1.1	-4%	-6%	3%	1	-4	-2	28%
Cc1cccc(OCC(=O)O/N=C(\N)Cc2ccc([N+](=O)[O-])cc2)c1	u	-0.8	-1%	-13%	3%	-2	-18	5	-15%
COC(=O)c1cc(S(=O)(=O)N2CCCCC2C)c[nH]1 (configuration not stated)	17%	0.3	7%	2%	1%	1	-1	2	-5%
CCCN(CC(=O)Nc1ccccc1C)C(=O)Cc1n[nH]c(=O)c2ccccc12	8%	-0.5	-1%	-1%	-3%	-4	-7	4	-8%
COc1cccc(CNC(=O)CCNS(=O)(=O)c2cccs2)c1	0%	-0.8	-6%	-3%	4%	3	13	-5	4%
CC(C)Oc1ccc(OCCSc2nc3ccccc3n2CC(=O)O)cc1	10%	-0.7	-2%	-11%	8%	7	-12	-4	4%
CNC(=O)c1cc(S(=O)(=O)N2CC(C)OC(C)C2)ccc1N1CCCCC1 (configuration not stated)	-4%	-1.0	0%	-3%	-4%	-1	10	3	-7%
C=C[C@@H]1c2cc(C)ccc2N(S(=O)(=O)c2ccc(C)cc2)[C@H](c2ccccc2C(F)(F)F)C1(C#N)C#N	2%	-2.1	-4%	-8%	9%	8	-22	3	-34%
CS(=O)(=O)c1ccc(Cl)c(NC(=O)COC(=O)CCCN2C(=O)c3cccc4cccc(c34)C2=O)c1	43%[activator]	-1.2	8%	-1%	3%	7	0	-1	-2%
[NH-]c1ncnc2c1N=C[N+]2=CC=CCO	0%	-1.9	7%	1%	-10%	-1	8	3	7%
COCCSc1nnc(NC(=O)C2CC(=O)N(c3ccc(Cl)cc3)C2)s1 (configuration not stated)	-13%	-1.4	1%	-26%	-2%	-11	-9	-25	-12%
C1CCc2c(nnc3c2-c2nonc2CC3)C1	5%	-0.6	2%	-4%	-8%	6	10	x	-8%
O=C1c2ccccc2C(c2nnnn2-c2ccc3c(c2)OCCO3)N1CCc1c[nH]c2ccccc12 (configuration not stated)	10%	-0.4	2%	-4%	-2%	5	-3	3	-6%
CC1CCN(C(=O)C(C)Sc2nc(-c3ccccc3)cc(C(F)(F)F)n2)CC1 (configuration not stated)	u	-0.8	1%&0%	-6%	10%&-11%	-14&-5	-12	12	-2%
CC(C)C[C@@H](CO)N1CCN(Cc2ccccc2)CCC1=O	7%	0.0	9%	u	22%	2	-1	8	1%
Cc1cccc(C(=O)NCC(=O)Nc2ccncc2)c1	12%	-5.2	-2%	1%	15%	25	3	-3	2%
COc1ccc(S(=O)(=O)N2CCCCCC2)cc1C(=O)NC1(C)CCS(=O)(=O)C1 (configuration not stated)	23%	-0.8	7%	-11%	3%	1	0	1	-17%
CCCn1nc(NC(=O)C2CCCO2)c2cc3ccc(C)cc3nc21 (configuration not stated)	u	0.5	20%	-7%	175%[activator]	3	1	-9	5%
CCc1cccc(N2C(=O)CS(=O)(=O)C23C(=O)N(Cc2ccccc2)c2ccc(C)cc23)c1 (configuration not stated)	-24%	x	-7%	x	-7%	-2	x	x	x
COC(=O)[C@@H](NCc1cccc(CN[C@H](C(=O)OC)C(C)C)c1)C(C)C	u	0.2	14%	-2%	11%	8	13	2	-2%
